# Assay outcomes: PubChem, National Center for Advancing Translational Sciences (NCATS)
# p53ts 39C kill = cytotoxicity in p53ts cells at nonpermissive temperature. 130,000 compounds, 1.5% hits. H1299-p53A138V viability at 39C, ATP luminescence, 24 h. AID 902. Potency, µM (top dose mostly 46.1 µM), without a hit: at the highest dose activity change, negative = cell killing, usual class: cytotoxic; also: nearly all actives have a fitted effect of over 55% in size
# Peg3 imprint = genomic imprint erasure induction | mouse ES Peg3-LacZ reporter, beta-gal luminescence, 40 h | Potency, µM (doses to about 60.7 µM), inactives show at the top dose activity change, positive = activation, hits mostly activators | 110,000 compounds, 0.02% hits | AID 1948;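 also: 0% = negative control wells on the plate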
#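 Readout: BetaGlo luminescence (5 min, room temp) for LacZ from the normally silent maternal Peg3 allele in female Peg3LacZ-Neo ES cells. Cells 300/well, 40 h, 37C, 5% CO2. Data normalized per plate to negative controls.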
# p53ts 32C tox = cytotoxicity in p53ts cells at permissive temperature; Potency, µM (top dose mostly 46.1 µM), inactives show at the highest dose activity change, negative = cytotoxicity, hits mostly cytotoxic; 130,000 compounds, 0.93% hits; H1299-p53A138V at 32C, ATP luminescence viability, 24 h; AID 924;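 also: 0% = DMSO and -100% = full killing by reference compound; nearly all actives have a fitted effect of over 55% in size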
#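 Cells: H1299 p53ts (A138V), 600/well, pre-incubated 16–30 h at 37C. Cpd up to 46 uM, 24 h, 32C. Readout: ATPlite luminescence, 20 min RT. Normalization: DMSO vs tamoxifen 100 uM. AC50 by Hill equation.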
# IkB signaling = suppresses IkB signaling in ABC-DLBCL reporter cells; ABC-DLBCL IkBa-CBG/CBR dual luciferase ratio, 4 h; response scale: scaled: untreated 0%, proteasome inhibitor 100%; 110,000 compounds, 0.04% hits; Potency, µM (series often up to 57.1 µM), without a hit: top-dose IkBa stabilization activation; active = well fitted curve in the direction sought with a large enough effect in the signal ratio, not every such curve was filed as active; inconclusive = small, poorly fitted or top-dose-only effect, or a change in a side signal; the % refers to the signal ratio;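 also: the direction sought is a rising ratio; 0% = basal untreated cells and 100% = reference inhibitor full response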
#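 Luminescence ratio of IκBα-fused green versus native red beetle luciferase in OCI-Ly3 cells, 4 h post-doxycycline with compound; red signal alone, scaled from basal (0%) to zero light (-100%), flagged nonspecific or cytotoxic effects.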
# Numbers without * were called inactive; ? = inconclusive; nt = no result given; & = joins results of further samples; [ ] = another dose, or the depositor's remark. Unless noted, calls follow the shape of the dose curve; as a rule, active = well fitted curve in the direction sought with a large enough effect; inconclusive = small, poorly fitted or top-dose-only effect, or another doubt; inactive = no such curve, though single readings can be large; an effect the other way counts as inactive or inconclusive. Unless noted, % is scaled to controls: 0 for no effect and ±100 for the full control effect; potency is read from the fitted curve at half-maximal effect. Outcome played no part in choosing rows; any-hit rate near 1.7%.
entry	smiles	p53ts 39C kill	Peg3 imprint	p53ts 32C tox	IkB signaling
1	COc1ccc(OC)c(C2CC(=O)N(c3cccc(C)c3)C3=C2C(=O)OC3)c1 (configuration not stated)	10%	-5%[10.9 µM]	-17%	1.4%
2	CCCNC(=O)CN1CCN(c2ncc(NC(=O)c3ccc(Cl)cc3)cc2C(=O)O)CC1	4%	-7%[10.9 µM]	1%	1.6%
3	CCn1cc(C(=O)NCc2ccccc2)c(=O)c2cc(S(=O)(=O)N3CCCCC3)ccc21	3%	5%[10.9 µM]	7%	2.0%
4	CCCc1cc(=O)oc2cc3oc(C)c(C)c3cc12	-7%	-17%	-1%	-0.5%
5	COc1ccc(-c2onc3ccc(Cl)cc23)cc1OC	1%	-23%	-6%	4.8%
6	O=C(O)[C@@H]1C[C@@H](C(=O)O)N1	12%	3%&-1%	-11%	-0.1%
7	COc1cc(-c2noc(-c3ccccc3C(=O)NCc3ccco3)n2)cc(OC)c1OC	-2%	-13%	10%	?
8	CCOC(=O)c1c(NC(=O)CSc2n[nH]c(CNc3ccccc3)n2)sc(C)c1C	9%	nt	-17%	nt
9	CCc1c2c(nc3ccc(OC)cc13)OC(C)C2 (configuration not stated)	-3%	-10%	4%	nt
10	COc1ccccc1NC(=O)CSc1nc2c(oc3ccccc32)c(=O)n1-c1ccc(C)cc1	-4%	-16%[10.9 µM]	12%	-0.9%
11	N[C@H](C(=O)O)[C@H](OCc1ccccc1)C(=O)O	-5%	10%	-5%	0.4%
12	O=S(=O)(NCCc1csc(-c2cccnc2)n1)c1cccs1	5%	-16%	33%[activator]	-1.9%
13	O=C(C1CC1)N1CCN(c2nc3c(Cl)cccc3s2)CC1	5%	-12%[10.9 µM]	-3%	-5.0%
14	COC(=O)[C@@]1(Cc2ccc(OC)cc2)[C@H]2c3cc(C(=O)N4CCCC4)n(CCc4c[nH]c5ccccc45)c3C[C@H]2CN1C(=O)c1ccccc1	-6%	-13%	20%	nt
15	CCOc1ccc(C(=O)NCC(c2ccc3c(c2)OCO3)N2CCN(C)CC2)cc1 (configuration not stated)	-23%	-8%[10.9 µM]	1%	1.4%
16	COc1ccc(NCc2nnc(SCC(=O)NCc3ccco3)n2-c2ccccc2OC)cc1	8%	nt	-5%	nt
17	CCCCN1CC(c2nc3ccccc3n2CCCCOc2ccccc2C)CC1=O (configuration not stated)	-9%	-14%[10.9 µM]	-11%	?
18	CC1(C)CC(=O)C=C(Nc2ccc3c(c2)OCCO3)C1	-4%	-4%	-12%	0.2%
19	COc1cc(NC(=O)CC(C)S(=O)(=O)c2ccc3c(c2)CCN3C(C)=O)cc(OC)c1OC (configuration not stated)	0%	-6%[10.9 µM]	4%	1.2%
20	COc1ccc(NC(=O)/C=C\C(=O)N(c2ccc(C(C)C)cc2)C(C(=O)NCc2ccco2)c2ccc(C)cc2)cc1 (configuration not stated)	20%	-19%[10.9 µM]	24%	?
21	COc1cc(NC(=O)CN2C(=O)NC(C)(CCC(C)C)C2=O)cc(OC)c1 (configuration not stated)	-10%	4%	5%	2.1%
22	CNc1ccnc(-c2ccccc2C)n1	2%	-6%	5%	-0.5%[11.4 µM]
23	O=C(COc1ccccc1)NCC(c1ccc(Cl)cc1)N1CCOCC1 (configuration not stated)	14%	-15%[10.9 µM]	-5%	2.0%
24	COc1cccc(-c2cc(C(=O)Nc3cc(C)n(Cc4ccc(Cl)cc4)n3)no2)c1	?	-38%[inhibitor]	?	6.3%
25	Cc1ccc(-c2csc3ncn(-n4c(C)ccc4C)c(=O)c23)o1	-5%	-13%	-2%	0.4%
26	O=C1CC(N2CCN(Cc3ccccc3)CC2)C(=O)N1c1ccccc1 (configuration not stated)	4%	3%	-6%	0.3%
27	CSc1nnc(-c2ccccc2)n1N	-4%	nt	5%	nt
28	Cc1cccc2cc(C#N)c(N3CCCC3)nc12	4%	nt	1%	-3.3%
29	CCn1c(SC)nnc1-c1nnc(SC)n1CC	4%	-7%	4%	-3.8%
30	Cc1sc2c(=O)n3c(nc2c1C(=O)NCCCN1CCOCC1)CCCCC3	24%	24%	9%	-4.3%
31	CCCCn1c(SCC(=O)Nc2cccc(C)n2)nnc1-c1ccco1	-3%	-8%	-3%	1.1%
32	COC(=O)c1ccccc1NC(=O)c1nc(-c2ccc(C)cc2)n2c1CCCCC2	-3%	-4%[10.9 µM]	1%	-2.4%
33	CCOC(=O)c1c(-c2ccccc2)oc2ccc(NS(=O)(=O)c3ccc(OC)cc3)cc12	-16%	-21%[10.9 µM]	20%	?
34	C[C@]1(c2ccccc2)O[C@@H]2C[C@@H]3[C@@H]4CCC5=CC(=O)C=C[C@@]5(C)[C@]4(F)[C@H](O)C[C@]3(C)[C@@]2(C(=O)CO)O1	2%[9.22 µM]	-16%[10.9 µM]	5%[9.22 µM]	11%[11.4 µM]
35	Cc1ccc(N2C(=O)CSC23C(=O)N(Cc2ccccc2F)c2ccccc23)cc1F (configuration not stated)	24%	2%[10.9 µM]	20%	?
36	Cc1nc2ncnn2c(C)c1CCC(=O)N1CCN(C(=O)c2ccco2)CC1	2%	-9%	-10%	3.4%
37	O=C(CCCOc1ccccc1)Nc1ccc(S(=O)(=O)N2CCOCC2)cc1	10%	nt	6%	-2.3%
38	COc1cccc(-c2nnc(SCC(=O)N(C)c3ccccc3)o2)c1	17%	-21%[10.9 µM]	4%	?
39	CCN(CC)c1ccc2cc(-c3nc4ccccc4[nH]3)c(=O)oc2c1	0.4µM*	-59%[inhibitor]	0.32µM*	0.1%
40	COC(=O)Nc1ccc(S(=O)(=O)N(C)C)cc1	21%	3%	8%	1.7%
41	CCCOc1ccc(C2C(C(=O)c3ccco3)=C(O)C(=O)N2CCCn2ccnc2)cc1 (configuration not stated)	-1%	-6%	1%	-1.1%
42	COc1ccc(Cl)cc1NC(=O)CC(C)=O	6%	-20%	-6%	6.8%
43	Nc1nc(-n2cnnc2)nn1-c1ccccc1	-3%	nt	7%	nt
44	CC(=O)N1c2ccccc2C(=O)C1N1CCN(c2cccc(C(F)(F)F)c2)CC1 (configuration not stated)	-15%	-7%[10.9 µM]	-12%	?
45	CC(C)CN1CC[C@@]2(CCCN(S(=O)(=O)c3ccccc3)C2)C1	0%	nt	-4%	1.2%[11.4 µM]
46	COC(=O)N1[C@H](Cc2ccccc2)C=C[C@]1(C)C(=O)NCc1ccccn1	7%	-14%	19%	nt
47	COC(=O)C(CCSC)NC(=O)Cn1ncc2c(=O)oc3ccc(C)cc3c21 (configuration not stated)	9%	-12%	3%	1.2%
48	CC(C)CC(=O)Nc1nnc(S(=O)(=O)N2c3ccccc3CC2C)s1 (configuration not stated)	-1%	-7%[10.9 µM]	17%	?
49	Cc1ccccc1NS(=O)(=O)c1ccc(NC(=O)c2ccco2)cc1	-3%	-12%	-5%	2.1%
50	CCCCC(CC)CN=C(N)NC(N)=NCCCCCCN=C(N)NC(N)=NCC(CC)CCCC (configuration not stated)	?	-34%[inhibitor]	16µM*	nt

# Overlap with the part before: two compounds, followed by the next part.
entry	smiles	p53ts 39C kill	Peg3 imprint	p53ts 32C tox	IkB signaling
49	Cc1ccccc1NS(=O)(=O)c1ccc(NC(=O)c2ccco2)cc1	-3%	-12%	-5%	2.1%
50	CCCCC(CC)CN=C(N)NC(N)=NCCCCCCN=C(N)NC(N)=NCC(CC)CCCC (configuration not stated)	?	-34%[inhibitor]	16µM*	nt
51	CN1CCN(CCCNC(=O)c2cn(C)c3ccc(S(=O)(=O)N(C)C)cc3c2=O)CC1	-2%	1%	-4%	-2.3%
52	Cc1ccccc1-c1nccc(Nc2ccc(F)cc2)n1	-22%	-4%	-13%	1.7%[11.4 µM]
53	O=C(CCn1cccc1)NCc1ccccc1	5%	nt	3%	nt
54	CC(=O)c1cc2c(cc1N/C(=N/S(=O)(=O)c1ccc(Cl)cc1)c1ccc(F)cc1)OCO2	?	-6%[10.9 µM]	5%	-0.7%
55	CCCN(CCC)CCCNC(=O)c1cn(CCOC)c(=O)c2c1c1ccccc1n2C	-6%	-7%	7%	0.9%
56	COc1ccc(C(=O)OC2=C(C(=O)c3ccccc3)N(C)S(=O)(=O)c3ccccc32)cc1OC	11%	15%[10.9 µM]	7%	?
57	COCCN(C(C)=O)c1nnc(-c2cnccn2)s1	3%	-10%	2%	-0.1%
58	Cc1cc(C)cc(N(CC(=O)Nc2cccc(C)n2)S(=O)(=O)c2c(C)noc2C)c1	22%	-16%	16%	?
59	COc1ccc(C)cc1-n1nnc(-c2nc(-c3ccccc3Cl)no2)c1N	13%	-16%[10.9 µM]	11%	-1.7%
60	COc1ccc(NC(=O)c2nc(SCc3ccccc3F)ncc2Cl)cc1	-1%	-9%[10.9 µM]	-9%	-0.6%
61	Cc1ccc2[nH]c3c(c2c1)CN(C)CC3	13%	nt	0%	nt
62	CCS(=O)(=O)N1CCCC(C(=O)NCc2ccc(C)cc2)C1 (configuration not stated)	5%	1%	-2%	1.0%
63	Cc1nnc(NC(=O)C2COc3ccccc3O2)s1 (configuration not stated)	11%	-57%[inhibitor]	1%	?
64	C1CCN2C[C@@H]3C[C@@H](CN4CCCC[C@H]34)[C@H]2C1	20%[20.6 µM]	0%[16.8 µM]	2%[20.6 µM]	0.8%[11.4 µM]
65	O=C1CC(N2CCSCC2)C(=O)N1CCc1ccccc1 (configuration not stated)	6%	0%	4%	0.6%
66	COc1cc2[nH]c(=O)n(CCCCCC(=O)NCCc3ccccc3)c(=O)c2cc1OC	-12%	-7%[10.9 µM]	13%	?
67	CCCCCNC(=O)CCCCn1c(=O)[nH]c2cc(OCC)c(OCC)cc2c1=O	-5%	-6%	6%	-2.1%
68	COc1ccc(Cl)cc1Nc1nc(C)cc(C)c1C(N)=O	18%	nt	9%	nt
69	C=C(C)CSc1nc(N)c2c(C)c(C)sc2n1	-9%	-7%	-1%	0.8%
70	O=C(CCC1COc2ccccc2O1)Nc1cccnc1 (configuration not stated)	7%	-6%	8%	-2.7%
71	COc1ccc(CC(=O)Nc2cc(C)ccn2)cc1	-16%	-3%	-24%	2.7%
72	COc1ccc(CNC(=O)c2cnc3sc(N4CCC(C)CC4)nn3c2=O)c(OC)c1	12%	8%[10.9 µM]	6%	-4.9%
73	CCS(=O)(=O)N1CCC(C(=O)NCCc2ccccc2)CC1	3%	-9%	17%	-1.0%
74	CC1(C)CC(=O)C2=C(C1)Oc1ncn3nc(-c4cccnc4)nc3c1C2c1ccccc1 (configuration not stated)	9%	8%	-19%	-1.3%
75	CCOC(=O)C1CCN(C(=O)c2cc3cc4cc(OC)ccc4nc3o2)CC1	-13%	-3%	-9%	?

# Compounds shown so far that have a COOH group, in the order listed:
entry	smiles	p53ts 39C kill	Peg3 imprint	p53ts 32C tox	IkB signaling
2	CCCNC(=O)CN1CCN(c2ncc(NC(=O)c3ccc(Cl)cc3)cc2C(=O)O)CC1	4%	-7%[10.9 µM]	1%	1.6%
6	O=C(O)[C@@H]1C[C@@H](C(=O)O)N1	12%	3%&-1%	-11%	-0.1%
11	N[C@H](C(=O)O)[C@H](OCc1ccccc1)C(=O)O	-5%	10%	-5%	0.4%

# Remaining list, next part:
item	structure	p53ts 39C kill	Peg3 imprint	p53ts 32C tox	IkB signaling
76	COc1nn(CC(=O)N2N=C(C)CC2(O)C(F)(F)F)cc1[N+](=O)[O-] (configuration not stated)	-1%	nt	8%	nt
77	O=C(NCCN1CCCC1)C1CC(=O)N(C2CCCCC2)C1 (configuration not stated)	11%	-3%	2%	3.2%
78	CCCc1nnc(SCC(=O)N2CCCC(C)C2)n1CCCOC (configuration not stated)	12%	22%	-15%	2.5%
79	CCOC(=O)N1CCN(C(=O)c2ccc(Cl)c(S(=O)(=O)Nc3ccccc3)c2)CC1	23%	-25%	1%	-3.9%
80	Cc1sc2nc(CN(C(=O)NC3CCCCC3)C3CCCC3)[nH]c(=O)c2c1C	-21%	nt	-4%	nt
81	N[C@H](C(=O)O)c1cccc(O)c1	2%&-14%	-5%&-12%	-4%&1%	0.6%&0.1%
82	Clc1ccccc1CNc1ncnc2c1c(-c1ccccc1)cn2-c1ccccc1	-3%	-12%[10.9 µM]	12%	3.2%
